# Source: PubChem (NCI)
# All columns: NCI-60 one-dose screen, growth in % after 48 h at 10 µM unless noted; 100 = growth as untreated, 0 = no growth, -100 = all killed.
# RPMI-8226: RPMI-8226 leukemia cells. AID 1794781. actives 7.5% (n = 77,000)
# HOP-92: HOP-92 NSCLC cells | actives 6.3% (n = 71,000)
# CCRF-CEM: CCRF-CEM leukemia. actives 7% (n = 77,000)
# EKVX: EKVX NSCLC. actives 3% (n = 71,000). AID 1794765
# HOP-62: HOP-62 NSCLC. actives 3.9% (n = 80,000)
# M14: M14 melanoma. actives 6.2% (n = 80,000)
# MDA-MB-435: MDA-MB-435 melanoma; actives 7.8% (n = 82,000); AID 1794794
# A549/ATCC: A549/ATCC NSCLC; actives 3.7% (n = 81,000); AID 1794740
# Numbers without * were called inactive; nt = not tested or not shown; & = joins results of further samples; ! = repeats disagree; [ ] = remark or other dose. Rule for the calls: active = growth percent below 10; inactive = the rest.
SMILES,RPMI-8226,HOP-92,CCRF-CEM,EKVX,HOP-62,M14,MDA-MB-435,A549/ATCC
COc1ccc(N)c([N+](=O)[O-])c1,108,76,97,111,90,108,104,102
CC(=O)Nc1cccc(Cl)c1,99&91,90&98,78&78,101&103,102&105,100&109,104&105,97&100
O=C(Nc1nc2ccc(NS(=O)(=O)c3cccs3)cc2s1)c1ccco1,nt,100,101,96,97,101,105,91
O=C(Cc1ccc(/C=C/C(=O)c2ncc[nH]2)cc1)Nc1cc(C(F)(F)F)cc(C(F)(F)F)c1,-18*,116,93,108,106,90,60,81
CCN(CC)CCCC(C)Nc1cc(OC)cc2cccnc12 (stereo not drawn),103,97,nt,107,93,103,107,102
CNC(=O)c1cccc(Cn2nc(C)c(NC(=O)c3ccc(COc4ccc(C(F)(F)F)cc4C)cc3)c2C)c1,27,80,54,34,46,42,36,31
O=C(/C=C/c1cn(-c2ccccc2)nc1-c1ccc(Cl)cc1)NNC(=O)Nc1ccc(F)cc1,92,118,45,100,108,95,96,99
COc1ccc(-c2nc(C#N)c(N3CCC(S(=O)(=O)N4CCCCC4)CC3)o2)cc1,96,103,100,103,108,107,97,99
CCc1c(C(=O)Nc2nc3ccccc3s2)nnn1-c1ccccc1F,80,82,96,83,108,93,91,91
CC(C)C(=O)NCCCCCCN1CCCCC1,110,122,119,97,99,95,101,100
CCOc1ccc2nc(NC(=O)c3cccnc3Nc3ccc(OC)cc3)sc2c1,67,109,85,80,96,96,103,69
COCCN1CCN(c2nc(NCCN3CCOCC3)ncc2Br)CC1,104,88,114,99,102,93,99,100
O=C(CCCCn1cnc2c(=S)nc[nH]c21)Nc1ccc(C(=O)O)c(O)c1,111,79,114,100,94,102,105,94
COc1ccc(-c2noc(CCc3nnc(-c4ccccc4)o3)n2)cc1,103,111,98,106,99,98,99,97
CCCCn1c(C(=O)c2c[nH]c3ccccc23)n[nH]c1=S,79,89,91,90,86,92,99,92
CCOC(=O)C1C(=O)N(c2ccccc2CC)C(=O)C(C#N)=C1c1ccc(OC)c(OC)c1 (stereo not drawn),110,99,nt,100,104,114,109,103
CCN(CC)CCCC(C)Br (stereo not drawn),107,101,103,nt,nt,106,108,103
CN(CCCCl)Cc1ccccc1,100,nt,99,nt,106,105,96,94
O=C(CCC(=O)N/N=C/c1ccccc1O)N/N=C/c1ccccc1O,83,57,25,41,36,36,65,63
Cc1nn(-c2ccc(Cl)cc2)c(=O)n1CCn1ccnc1,92,78,93,nt,103,102,101,100
O=[N+]([O-])c1cnc(-c2ccc(F)cc2)n1CCO,70,69,84,96,103,104,105,nt
NS(=O)(=O)c1ccc(NC(=O)CNNc2nc3ccccc3c(=O)n2-c2ccccc2)cc1,98,81,100,103,103,97,97,99
CCCCCCCC/C=C/CCCCCCCCC1=NCCN1CCO,53,-5.3*,20,nt,76,74,69,77
COC(=O)c1cc2oc(/C=N/NC(=O)c3cc4oc(-c5cccc(C(F)(F)F)c5)cc4[nH]3)cc2n1Cc1ccccc1,86,78,-26*,117,-2.8*,121,100,21

# A different layout for some results above:
mol	RPMI-8226	HOP-92	CCRF-CEM	EKVX	HOP-62	M14	MDA-MB-435	A549/ATCC
CN(CCCCl)Cc1ccccc1	100	nt	99	nt	106	105	96	94
CCCCn1c(C(=O)c2c[nH]c3ccccc23)n[nH]c1=S	79	89	91	90	86	92	99	92
COC(=O)c1cc2oc(/C=N/NC(=O)c3cc4oc(-c5cccc(C(F)(F)F)c5)cc4[nH]3)cc2n1Cc1ccccc1	86	78	-26*	117	-2.8*	121	100	21
CCOC(=O)C1C(=O)N(c2ccccc2CC)C(=O)C(C#N)=C1c1ccc(OC)c(OC)c1 (stereo not drawn)	110	99	nt	100	104	114	109	103

# (list continues)
SMILES,RPMI-8226,HOP-92,CCRF-CEM,EKVX,HOP-62,M14,MDA-MB-435,A549/ATCC
Nc1ccc(-c2csc(-c3ccc(Br)cc3)n2)cc1,89,88,82,nt,102,113,105,85
COC1CC(OC(=O)c2ccc([N+](=O)[O-])cc2)C(COC(=O)c2ccc([N+](=O)[O-])cc2)O1 (stereo not drawn),101,83,98,nt,118,110,98,103
CCC(CC)COC(=O)c1ccc(Cl)cc1,107,91,107,119,113,113,110,109
COc1ccc(-c2nn(-c3cccc(Cl)c3)cc2-c2cc(-c3ccccc3)no2)cc1,58,70,59,61,86,96,87,64
O=C1C(Cl)=C(NC(=O)C2CCCCC2)C(=O)C(Cl)=C1NC(=O)C1CCCCC1,92,88,90,98,97,111,111,95
COc1cc2c(c(OC)c1OC)C(=O)CC(c1cccc(NC(=O)c3cccc(Br)c3)c1)O2 (stereo not drawn),70,78,79,98,88,98,94,90
O=C(COc1cccc(/C=C2\Cc3ccc(Cl)cc3C2=O)c1)Nc1nccs1,55,77,77,98,96,107,87,89
O=C(O)c1cc(-c2ccccc2)nc2ccccc12,104,nt,93,95,111,99,98,108
COc1ccc2[nH]c(=O)c(CSc3cccc(Nc4nccc(-c5ccc6ccccc6c5)n4)c3)cc2c1,73,146,80,92,104,102,100,88
O=C(O)CCC(=O)Nc1nnc(-c2ccccc2)s1,99,93,106,95,94,102,100,102
CCCCN(CCCC)C(=N)c1ccc(OCc2ccccc2)cc1,25,nt,61,48,75,67,86,73
CCN1C(=O)c2ccc3c4c(ccc(c24)C1=O)C(=O)N(CCCNCc1ccccc1OC)C3=O,-23*,nt,-42*,nt,-37*,-93*,-80*,-58*
CCOC(=O)N1CCCC1,107,103,119,97,91,93,99,96
Cc1cc(C)c2c(n1)nn1c(-c3cc4c(ccc5ccccc54)oc3=O)ccnc21,97,78,97,92,nt,99,104,94
COCCn1cc(-c2csc(-c3cn(C)c4ccc(Br)cc34)n2)c2cccnc21,61,65,67,58,71,43,61,40
COc1cc(C2CC(c3ccc(C)cc3)=NN2C=O)ccc1Oc1ccnc2cc(Cl)ccc12 (stereo not drawn),88,nt,83,79,3.4*,106,99,68
CCN(CC)CCOc1ccc2c(c1)C(=O)c1cc(OCCN(CC)CC)ccc1-2,7.5*!,20,55,59&90,38&58,83&92,67&73,51&56
COc1cc(-c2nccc3[nH]c(-c4cccc5[nH]ccc45)nc23)cc(OC)c1OC,-44*,-2.1*,12,46,12,21,1.5*,17
CC1=C(C(=O)c2ccccc2)C(c2cccc3ccccc23)n2c(nc3ccccc32)N1 (stereo not drawn),84,60,56,58,40,74,73,41
O=C(NCNC(=O)c1ccccc1)c1ccccc1,98,82,97,95,92,98,101,107
O=c1c(N2CCOCC2)c(N2CCOCC2)c1=O,101,nt,99,nt,92,96,101,101
CCOC(=O)COc1c(C)cc(SSc2cc(C)c(OCC(=O)OCC)c(C)c2)cc1C,91,77,82,107,109,103,114,80
COc1ccc(Br)c(C(C)=O)c1,109,96,115,101,94,110,113,91
C#CCOCC1CNC(=S)O1 (stereo not drawn),112,97,106,102,106,98,109,103
Cc1ccc(S(=O)(=O)N/N=C2\CC(C)(C)OC2(C)C)cc1,98,93,102,nt,94,111,104,102
COc1cc2cc(C(=O)N3C[C@@H](CCl)c4c3cc(OC(=O)N(CCC(=O)N3CCN(C)CC3)[C@H]3CCSSC3)c3ccccc43)[nH]c2c(OC)c1OC,-5.0*,-7.5*,32,-68*,-18*,-77*,-49*,-37*
O=C1OC(c2ccccc2)C(O)=C1c1ccccc1 (stereo not drawn),97,96,90,104,122,111,105,87
CC(C)(C)OC(=O)N1C=C/C(=C\Cn2cc(-c3ccccc3)nn2)CC1,63,63,2.8*,80,89,56,85,84
COc1ccc(C[n+]2c3ccccc3n3c4ccc([N+](=O)[O-])cc4ccc32)c(OC)c1OC,79,99,109,91,105,102,100,111
CCn1cc(C(=O)O)c(=O)c2cc(F)c(N3CCN(S(=O)(=O)c4ccc(Cl)cc4)CC3)cc21,13,-4.2*,-0.8*,78,nt,19,25,15
C=CC[C@]1(C#N)CC2C=CC1C2 (stereo partly drawn),163,117,125,97,98,103,119,95
Brc1ccc(-c2cc(-c3ccc4c(c3)OC=CO4)n[nH]2)s1,94,100,79,75,82,75,15,90
O=C(O)c1cc(NC(=O)C(Cl)Cl)cc([N+](=O)[O-])c1,106,99,118,97,93,96,98,105
O/N=C1\c2ccccc2-c2ccc(Br)cc21,105,nt,72,89,113,129,113,97
COc1ccc([N+](=O)[O-])cc1C(=O)Nc1cccc(-c2cc(=O)c3c(OC)c(OC)c(OC)cc3o2)c1,59,62,74,101,105,nt,107,102
CCCCCCCCCCOC(=N)c1ccc(O)c(OCC)c1,91,84,32,103,99,104,110,84
Cc1ccc(C(C)C)cc1NC=O,97,85,97,92,99,102,105,100
S=C(Nc1ccccn1)c1ccccn1,111,nt,104,101,109,101,102,103
O=C(OCC1OC(n2ccc(=O)[nH]c2=O)C2OC12)c1ccccc1 (stereo not drawn),104,108,104,110,106,97,113,103
CCCCCC1CCCCN1C(=O)OCCCC (stereo not drawn),73,113,85,89,122,105,105,114
COc1cccc(/C=C/C(=O)c2ccc(NC(=O)c3cc4cc5cc(C)ccc5nc4s3)cc2)c1,101,93,108,86,101,97,96,108
Cc1ccc(-c2nc(SCC(=O)NCCc3ccc(S(N)(=O)=O)cc3)[nH]c(=O)c2C#N)cc1,103,108,99,100,95,104,111,104
c1ccc2scnc2c1,93,67,95,104,97,129,108,104
C#CCOc1ccc2ncnc(Nc3cccc(CNC(=O)CCl)c3)c2c1,38[8.25 µM],54[8.25 µM],14[8.25 µM],59[8.25 µM],13[8.25 µM],62[8.25 µM],50[8.25 µM],53[8.25 µM]
Clc1ncc(Br)c(N2CCC3(CC2)OCCO3)n1,104,nt,105,nt,107,99,107,96
CCOC(=O)c1cnn2c(-c3ccc(Cl)cc3)nc(N3CCCCC3)nc12,nt,94,92,101,93,108,104,82
CN(C(=O)C1CC=CCC1C(=O)N(C)c1ccccc1)c1ccccc1 (stereo not drawn),96,nt,90,nt,98,98,102,113
CC(C)N(c1ccc(Cl)cc1)c1nc(-c2ccc([N+](=O)[O-])cc2)cs1,80,87,91,92,95,101,98,88

# Fetched by compound from above (4):
SMILES,RPMI-8226,HOP-92,CCRF-CEM,EKVX,HOP-62,M14,MDA-MB-435,A549/ATCC
Cc1ccc(C(C)C)cc1NC=O,97,85,97,92,99,102,105,100
CCOC(=O)c1cnn2c(-c3ccc(Cl)cc3)nc(N3CCCCC3)nc12,nt,94,92,101,93,108,104,82
CN(C(=O)C1CC=CCC1C(=O)N(C)c1ccccc1)c1ccccc1 (stereo not drawn),96,nt,90,nt,98,98,102,113
Cc1ccc(-c2nc(SCC(=O)NCCc3ccc(S(N)(=O)=O)cc3)[nH]c(=O)c2C#N)cc1,103,108,99,100,95,104,111,104

# Some of these compounds in order of SMILES length, ascending:
SMILES,RPMI-8226,HOP-92,CCRF-CEM,EKVX,HOP-62,M14,MDA-MB-435,A549/ATCC
CCCCCC1CCCCN1C(=O)OCCCC (stereo not drawn),73,113,85,89,122,105,105,114
CN(C(=O)C1CC=CCC1C(=O)N(C)c1ccccc1)c1ccccc1 (stereo not drawn),96,nt,90,nt,98,98,102,113
Cc1ccc(-c2nc(SCC(=O)NCCc3ccc(S(N)(=O)=O)cc3)[nH]c(=O)c2C#N)cc1,103,108,99,100,95,104,111,104

# The listing continues.
SMILES,RPMI-8226,HOP-92,CCRF-CEM,EKVX,HOP-62,M14,MDA-MB-435,A549/ATCC
CC(=O)Nc1ccc2ncc(C(N)=O)c(Nc3ccc(C)cc3)c2c1,98,nt,100,nt,81,98,101,94
O=C1c2ccccc2C(=O)c2c1ccc1[nH]c(CCl)nc21,-40*,32,-12*,73,25,33,29,44
COc1cc(/C(Cl)=N/N=C(\Cl)c2ccc(NC(=O)CO)cc2)cc(OC)c1OC,63,96,88,104,102,96,96,76
CC(CNc1ccc(Cl)cc1)(CNc1ccc(Cl)cc1)[N+](=O)[O-],98,94,100,nt,83,110,108,84
NC(N)=N/N=C/c1cc([N+](=O)[O-])ccc1OCC(=O)O,101,100,115,119,98,99,118,100
COc1ccc(Cl)c(C(=O)O)c1,132,nt,113,107,99,104,113,107
Cc1nn(-c2ccc(F)cc2)c2nc(-c3ccc([N+](=O)[O-])cc3)[nH]c(=O)c12,95,88,89,105,94,110,120,96
O=C(O)CSCc1nnc2n(Cc3ccccc3)c(=O)c3c4c(sc3n12)CCCC4,77,75,81,93,139,158,112,94
Cc1c(C(=O)Nc2ccccc2)sc2c(=O)[nH]cnc12,91,56,98,97,98,107,103,100
CCOC(=O)c1ccc2c(c1)OC(NCc1ccc(C#N)cc1)C(=O)N2C (stereo not drawn),105,99,106,96,91,104,105,106
COc1ccc(-c2cc(-c3ccc(OC)cc3)n3nc(NC(C)=O)nc3n2)cc1,98,92,104,95,112,107,101,98
CCOC(=O)c1c(C)nc2c(c1N)/C(=C/c1ccc[nH]1)C(=O)N2Cc1ccc(OC)c(F)c1,90,70,98,95,66,99,100,95
O=[N+]([O-])c1ccccc1NC1c2ccccc2Oc2ccccc21,70,48,43,78,70,37,-48*,45
Cc1ccc2c(c1)C(=O)N(CC[P+](c1ccccc1)(c1ccccc1)c1ccccc1)C2=O,47,84,86,nt,104,91,80,106
CC(C)CSc1nc(-c2ccc(F)cc2)c(C#N)c(N2CCCCC2)n1,102,98,94,93,110,90,99,87
NC(=O)N1C(=O)C=CC1=O,100&109,65,99&99,109&118,98&105,101&110,116&109,102&91
CC(C)(C)Nc1nc2c(OCCc3ccccc3)cccn2c1-c1cccc([N+](=O)[O-])c1,96,89,104,90,90,108,101,98
CC(=O)OC1[C@@H](OC(C)=O)[C@H](OC(C)=O)C2(CO2)[C@H](OC(C)=O)[C@H]1OC(C)=O (stereo partly drawn),89,87,90,nt,96,101,107,91
Cn1c2ncccc2c2c3c(c4c5ccccc5ccc4c21)C(=O)NC3=O,108,119,86,95,94,77,78,93
CC(=O)N(c1ccccc1)c1ccccc1,106,103,102,nt,106,106,109,104
